TcdB GH inh – TcdB glycohydrolase inhibitors, primary screen, biochemical, single point, plate reader; TcdB glycohydrolase enzymatic assay; inhibition, % at 9.99 µM; hit rate 0.24% among 350,000; in the data active means inhibition above about 10%
3CLpro inhibitor – SARS-CoV 3CLpro protease inhibitors, primary screen, biochemical, quenched FRET | Replicase polyprotein 1ab (Severe acute respiratory syndrome coronavirus), P0C6X7 | recombinant SARS-CoV 3CLpro, quenched FRET peptide cleavage | inhibition, % at 6 µM | hit rate 0.14% among 290,000 | AID 1706, 2009; in the data active means inhibition above about 12%
Anthrax LF inh2 – Bacillus anthracis LF protease inhibitors, primary screen, biochemical, multiplex microsphere, MLPCN library; Lethal factor (Bacillus anthracis), P15917; hit rate 0.12% among 360,000; multiplex microsphere protease cleavage assay; inhibition, % at 10 µM; AID 588501, 2011; in the data active means inhibition above about 30%; further: plate controls were buffer without enzyme for full effect and enzyme alone for no effect
PfHsp40 rescue – rescue of yeast from PfHsp40 toxicity, primary screen, S. cerevisiae, ATP luminescence | S. cerevisiae expressing PfHsp40, growth rescue | growth rescue, % at 12.5 µM | hit rate 0.68% among 340,000; in the data active means growth rescue above about 28%, passing the limit was not always enough;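 further: yeast W303a lacking pdr1 and pdr3 grown in galactose medium; growth measured after three days at 30 °C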
SSB-PriA inh – inhibitors of Klebsiella pneumoniae PriA binding to SSB C-terminal tail, primary screen, biochemical, AlphaScreen. AlphaScreen SSBct-PriA binding, biotinylated peptide. inhibition, % at 33 µM. hit rate 0.6% among 430,000. PriA–SSB C-terminal tail interaction (Klebsiella pneumoniae); in the data active means inhibition mostly above about 37%, no sharp cut-off; inactive means mostly below about 20%;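 further: plate controls were negative control peptide for no effect and reference peptide for full effect; strong numbers were not always called active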
MazF activator – activators of E. coli MazEF toxin-antitoxin RNase, primary screen, biochemical, fluorescence, uHTS | hit rate 0.32% among 350,000 | AID 504720, 2011 | activation, % at 20 µM | FAM/BHQ RNA-DNA oligo cleavage fluorescence, 5 h | Endoribonuclease toxin MazF (Escherichia coli (strain K12)), P0AE70; in the data active means activation above about 50%
Target sequence (P0AE70 whole entry, looked up): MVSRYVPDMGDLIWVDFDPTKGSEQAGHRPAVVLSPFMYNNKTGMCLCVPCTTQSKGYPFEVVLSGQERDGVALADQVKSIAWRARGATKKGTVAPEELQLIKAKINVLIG
Rv3671c protease – Rv3671c serine protease inhibitors, primary screen, biochemical, fluorescence polarization, M. tuberculosis H37Rv. P9WHR9. inhibition, % at 5.96 µM. hit rate 0.048% among 320,000; in the data active means inhibition above about 38%;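 further: extracellular domain of Rv3671c used as enzyme; 0% = enzyme with DMSO and 100% = no enzyme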
Target sequence (P9WHR9 whole entry, looked up, the tested form may be a part): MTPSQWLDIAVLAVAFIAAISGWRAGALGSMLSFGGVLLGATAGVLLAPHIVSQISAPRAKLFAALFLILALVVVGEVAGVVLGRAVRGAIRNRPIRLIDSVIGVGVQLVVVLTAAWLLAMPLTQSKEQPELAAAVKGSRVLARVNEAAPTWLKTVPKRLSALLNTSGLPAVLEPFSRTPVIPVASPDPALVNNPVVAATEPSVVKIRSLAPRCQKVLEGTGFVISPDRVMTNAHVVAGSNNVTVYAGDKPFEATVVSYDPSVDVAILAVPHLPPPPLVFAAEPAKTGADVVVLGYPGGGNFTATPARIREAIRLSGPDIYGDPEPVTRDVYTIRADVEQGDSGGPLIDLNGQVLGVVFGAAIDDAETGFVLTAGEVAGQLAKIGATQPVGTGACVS
Vc quorum ag – inducers of Vibrio cholerae quorum light production without autoinducers, primary screen, BH1578 luxS cqsA deficient, single point; activation, % at 18.7 µM; AID 588436, 2011; V. cholerae BH1578 lux reporter, luminescence, 6 h; hit rate 0.16% among 350,000; in the data active means activation mostly above about 9.7%, no sharp cut-off; further: not every result past the cut was called active; inactives centre near 0; reference of the scale not given here
Yp Topo-I inh – Yersinia pestis topoisomerase I inhibitors, primary screen, biochemical, cleavage product accumulation, plate reader, single point | activity, % at 10 µM | hit rate 0.064% among 360,000 | Y. pestis Topo-I cleavage product accumulation | DNA topoisomerase I (Yersinia pestis CO92); in the data active means activity above about 50%, passing the limit was not always enough; further: inactives centre near 2
DUSP3 inh – VHR1 phosphatase inhibitors, primary screen, biochemical, absorbance, uHTS; recombinant VHR phosphatase, pNPP absorbance; inhibition, % at 13.3 µM; hit rate 0.52% among 290,000; AID 1654, 2009; in the data active means inhibition above about 50%; further: some compounds called inactive have numbers as strong as hits
Target sequence (P51452 whole entry, looked up): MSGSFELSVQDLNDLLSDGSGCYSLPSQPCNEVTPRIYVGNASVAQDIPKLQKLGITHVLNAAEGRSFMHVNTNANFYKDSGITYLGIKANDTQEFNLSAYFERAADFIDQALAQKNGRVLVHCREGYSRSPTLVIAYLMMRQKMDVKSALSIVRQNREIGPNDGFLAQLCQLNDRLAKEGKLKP
* = called active by the depositor; i = inactive; nt = not tested or not shown; & = joins results of further samples; ! = a repeat was not active. These rows are one share of the data (hit frequency here may not be typical).

SMILES | TcdB GH inh | 3CLpro inhibitor | Anthrax LF inh2 | PfHsp40 rescue | SSB-PriA inh | MazF activator | Rv3671c protease | Vc quorum ag | Yp Topo-I inh | DUSP3 inh
CN(Cc1ccccc1)S(=O)(=O)c1ccc(Cl)c(C(=O)N2CCC2)c1 | -4.5 | nt | 1 | 2.5 | -9 | 0 | -5 | 0.4 | -2 | nt
CCNC(=S)Nc1cc(C)ccn1 | nt | 4 | -1 | -2.3 | -10 | -2 | 3 | i | 2 | 2
CCN(C[C@H]1N[C@@](Cc2ccccc2)(C(=O)OC)[C@H]2C(=O)N(Cc3ccccc3)C(=O)[C@@H]12)S(=O)(=O)c1ccc(OC)cc1 | -0.1 | nt | -2 | 0.9 | 7 | -5 | -14 | i | 42 | nt
COc1ccc(CNS(=O)(=O)c2ccc(OC)cc2)cc1 | nt | -3 | -3 | -0.2 | -14 | 4 | -10 | -0.8 | 1 | 12
C[C@H](CO)N1C[C@H](C)[C@@H](CN(C)C(=O)NC2CCCCC2)Oc2ccc(NC(=O)NC3CCCCC3)cc2C1=O | 0.4&1.1 | nt | -2 | 0.4 | -5 | 5 | 3 | i | 10 | nt
CCCc1[nH]nc2c1C(c1ccc(OCCN3CCOCC3)c(OC)c1)C(C#N)=C(N)O2 (stereo not drawn) | nt | 1 | 0 | 1.4 | -4 | 9 | 7 | -14 | 17 | 4
COc1ccc(C(=O)OCC(=O)NCC2CCCO2)cc1 (stereo not drawn) | 0.6 | 6 | -1 | 0.6 | -19 | 3 | -16 | 0.6 | 3 | 12
CCOc1ccc(NC(=O)Cn2c(=O)oc3ccccc32)cc1 | nt | 10 | -2 | 1.6 | -7 | 1 | -5 | 2.8 | 2 | 13
Cc1ccn2c(C(=O)CSc3ccc(Cl)cc3)c(C)nc2c1 | nt | 0 | 1 | 1.0 | 8 | 12 | 0 | 9.8 | -4 | 13
Cc1cccc(C)c1NC(=O)C1CCCN1S(=O)(=O)c1ccc(-c2ccc(=O)[nH]n2)s1 (stereo not drawn) | 0.9 | -3 | -1 | 1.7 | 5 | -1 | -5 | -0.2 | -2 | 46
Cc1ccc(Cn2c(SC3CCOC3=O)nc3ccccc3c2=O)cc1 (stereo not drawn) | nt | 4 | -1 | 0.9 | -2 | 0 | -2 | 0.4 | 0 | 8
COc1ccc(C(=O)NCC(c2ccco2)N2CCc3ccccc3C2)c(OC)c1 (stereo not drawn) | 2.8 | nt | 6 | nt | nt | 4 | nt | -0.3 | 29 | nt
CN1CCN(NC(=O)c2ccccc2F)CC1 | nt | 7 | 0 | -0.4 | -15 | -1 | -4 | i | -1 | 25
COc1ccc(NC(=S)NCc2cccs2)c(OC)c1 | -0.1 | 2 | 2 | -1.3 | -6 | 2 | -1 | i | -2 | -6
Cc1nnc(SCC(=O)NNC(=O)c2ccc(Cl)cc2)s1 | 0.3 | 0 | -10 | 0.6 | -11 | 5 | -4 | -2.2 | 1 | 38
N#Cc1cnn2c(=O)[nH]cnc12 | -0.1 | nt | 5 | nt | nt | 5 | nt | -1.1 | -5 | nt
CN(C)c1ccc(/C=N/NC(=O)c2ccccc2O)o1 | -1.9 | 1 | 0 | -0.3 | nt | 11 | 1 | -0.4 | 2 | 27
COC(=O)c1ccccc1NC(=O)N1CCN(c2ccccc2F)CC1 | -3.2 | 7 | -1 | 0.6 | -16 | -2 | 0 | -0.5 | -10 | 13
CN(C)CCNC(=O)c1ccc2nc([C@@H]3O[C@H](CO)[C@H](O)[C@H](O)[C@H]3O)[nH]c2c1 | 1.1 | nt | -5 | nt | nt | nt | nt | i | -2 | nt
CCOC(=O)c1ccc(N=c2sc(C(=O)OC)cc(=O)n2CCCN2CCOCC2)cc1 | 11*! | 1 | -3&7 | 0.6&0.0 | 8 | 9&-3 | 4&4 | -0.6&-0.2 | 26&25 | 21&3
Cc1ccc(-n2c(C)cc(C(=O)OCC(=O)N3CCOCC3)c2C)cc1 | 0.5 | nt | 1 | -2.0 | 2 | -5 | 3 | i | -4 | nt
CCc1cn(S(=O)(=O)c2ccccc2OC)nc1N | 1.0 | -1 | -2 | -1.4 | -10 | 17 | -5 | -0.2 | 11 | 26
O=C1OCCN1C(=O)[C@H]1[C@H](c2ccc([N+](=O)[O-])cc2)C(c2ccccc2)=NN1c1ccccc1 | 0.8 | nt | -9 | 1.1 | 3 | 1 | nt | i | -14 | nt
CC(=O)c1cccc(NC(=O)c2csc(-n3nc(C)cc3C(F)(F)F)n2)c1 | nt | 4 | 0 | 0.4 | -17 | -2 | 1 | i | -1 | 33
CN(C)c1ccc(/C=C/C=C2/C(=O)NC(=O)N(c3ccccc3)C2=O)cc1 | nt | -2 | -2 | -0.5 | 7 | -18 | nt | -0.9 | 3 | 11
C/C=C/C(=O)OCC(=O)Nc1ccc(C)c(S(=O)(=O)N(C)C)c1 | 0.8 | -4 | -1 | -0.3 | -17 | 0 | 2 | -0.8 | -2 | -5
Nc1nc(NC(=O)CCCC(=O)O)nn1-c1ccccc1 | nt | 1 | -1 | 13 | 4 | 7 | -3 | i | 0 | 27
Cn1cc(C(=O)OCC(=O)NC2CCCCC2)c2ccccc21 | 0.0 | nt | 0 | -0.6 | -11 | 1 | -3 | 1.4 | -10 | nt
COc1ccc2c(C(=O)c3ccc(C)cc3)n(CCC(N)=O)[n+]([O-])c2c1 | 0.1 | 7 | 6 | 0.8 | 1 | -2 | 3 | 0.4 | 1 | 13
N#Cc1cc(-c2ccccc2)nnc1Oc1ccccc1Cl | nt | -6 | -2 | -1.7 | -4 | 8 | -3 | i | -1 | 17
CCOc1ccc(S(=O)(=O)NCc2ccncc2)cc1 | nt | 6 | -6 | -0.7 | 0 | 0 | -9 | -0.3 | -7 | -2
COc1cc(C(=O)O)c([N+](=O)[O-])c(OC)c1OC | 2.5 | -4 | -5 | 0.2 | -9 | 8 | 1 | i | -7 | 10
CCn1cc(C(=O)N2CCC3(CC2)OCCO3)c(=O)c2cc(S(=O)(=O)N3CCCC3)ccc21 | nt | 0 | 1 | -1.7 | -10 | -2 | -9 | -5.0 | -2 | 6
COc1cccc(NC(=O)CN(C)S(=O)(=O)/C=C/c2ccccc2)c1 | -1.4 | nt | 0 | 0.1 | -5 | 4 | 2 | i | 9 | nt
O=C(COC(=O)c1ccc([N+](=O)[O-])o1)c1ccccc1 | nt | 1 | -2 | 0.5 | -20 | -1 | -12 | i | -4 | 11
COc1ccc(CCNC(=O)Cn2cnc3c(nnn3Cc3ccc(C)cc3)c2=O)cc1OC | nt | -4 | -5 | -1.1 | -13 | 6 | -5 | i | 2 | 5
COc1cccc(N2C(=O)c3ccncc3C2=O)c1 | -0.4 | 4 | 0 | 1.9 | -5 | 2 | -3 | 2.6 | -1 | 25
Cc1cc(OC(=O)c2ccccc2Cl)cc(=O)n1C | nt | -2 | -2 | -0.3 | 4 | 0 | 1 | i | 2 | 20
CC(/C=C1\SC(=S)N(NC(=O)c2ccc(C)cc2)C1=O)=C\c1ccccc1 | nt | 0 | 4 | 0.0 | -4 | -7 | -44 | -11 | -2 | 20
CCNC(=O)COC(=O)C1C(C(=O)OCC)=C(C)NC(C)=C1C(=O)OCC | nt | -2 | -1 | 2.0 | 16 | 8 | 2 | -0.3 | -1 | 29
COc1ccc(NC(=O)c2c(Cl)nc3ccccn23)cc1 | -1.3 | 1 | 0 | 0.2 | 6 | 12 | -9 | -0.3 | -7 | 6
Cc1ccc(Sc2cc(NCCCO)c([N+](=O)[O-])c3nonc23)cc1 | 1.0 | 0 | -10 | -1.1 | -6 | -2 | -7 | i | -1 | -3
CCCC(=O)N1CCc2[nH]c3ccccc3c2C1 | nt | -4 | 0 | 0.7 | -8 | -2 | -2 | -3.1 | 4 | 11
CC(OC(=O)c1cccs1)C(=O)NC1CC1 (stereo not drawn) | -0.9 | -2 | 1 | 0.0 | 1 | 12 | -5 | -0.4 | 2 | 39
O=C1CCC(C(=O)N2CCOCC2)CN1Cc1ccc(Cl)cc1 (stereo not drawn) | -0.9 | -7 | 0 | -1.7 | -9 | 5 | 4 | i | 3 | 23
CC(C)(C)c1nnc(NC(=O)COc2ccc3c(c2)OCO3)s1 | 7.4 | nt | 4 | -1.3 | 4 | -15 | 3 | 1.7 | 1 | nt
Cc1ccc2c(c1)c(C)cc(=O)n2CCC(=O)O | -0.3 | 3 | 1 | 2.7 | -1 | -2 | 9 | 9.7 | 8 | 32
CCCN(CCC)CCCNC(=O)C1c2cc(OC)c(OC)cc2C(=O)N(C)C1c1cccs1 (stereo not drawn) | nt | -2 | -1 | 0.6 | -7 | -1 | 5 | i | 9 | 8

As a working copy, part of the list above.
SMILES | TcdB GH inh | 3CLpro inhibitor | Anthrax LF inh2 | PfHsp40 rescue | SSB-PriA inh | MazF activator | Rv3671c protease | Vc quorum ag | Yp Topo-I inh | DUSP3 inh
CCNC(=O)COC(=O)C1C(C(=O)OCC)=C(C)NC(C)=C1C(=O)OCC | nt | -2 | -1 | 2.0 | 16 | 8 | 2 | -0.3 | -1 | 29
COc1ccc(NC(=O)c2c(Cl)nc3ccccn23)cc1 | -1.3 | 1 | 0 | 0.2 | 6 | 12 | -9 | -0.3 | -7 | 6
Cc1ccc(Sc2cc(NCCCO)c([N+](=O)[O-])c3nonc23)cc1 | 1.0 | 0 | -10 | -1.1 | -6 | -2 | -7 | i | -1 | -3
CCCC(=O)N1CCc2[nH]c3ccccc3c2C1 | nt | -4 | 0 | 0.7 | -8 | -2 | -2 | -3.1 | 4 | 11
CC(OC(=O)c1cccs1)C(=O)NC1CC1 (stereo not drawn) | -0.9 | -2 | 1 | 0.0 | 1 | 12 | -5 | -0.4 | 2 | 39
O=C1CCC(C(=O)N2CCOCC2)CN1Cc1ccc(Cl)cc1 (stereo not drawn) | -0.9 | -7 | 0 | -1.7 | -9 | 5 | 4 | i | 3 | 23
CC(C)(C)c1nnc(NC(=O)COc2ccc3c(c2)OCO3)s1 | 7.4 | nt | 4 | -1.3 | 4 | -15 | 3 | 1.7 | 1 | nt
Cc1ccc2c(c1)c(C)cc(=O)n2CCC(=O)O | -0.3 | 3 | 1 | 2.7 | -1 | -2 | 9 | 9.7 | 8 | 32
CCCN(CCC)CCCNC(=O)C1c2cc(OC)c(OC)cc2C(=O)N(C)C1c1cccs1 (stereo not drawn) | nt | -2 | -1 | 0.6 | -7 | -1 | 5 | i | 9 | 8

The list goes on.
SMILES | TcdB GH inh | 3CLpro inhibitor | Anthrax LF inh2 | PfHsp40 rescue | SSB-PriA inh | MazF activator | Rv3671c protease | Vc quorum ag | Yp Topo-I inh | DUSP3 inh
O=C(N[C@@H](Cc1ccccc1)C(=O)O)c1ccncc1 | -1.8 | 2 | 1 | -0.2 | -7 | 16 | 5 | i | 1 | 21
O=C(Nc1ccc(Cl)cc1)c1cccc(N2C(=O)C3C4CCC(C4)C3C2=O)c1 (stereo not drawn) | nt | 0 | -2 | -0.6 | -12 | -2 | -15 | -3.7 | -8 | 14
CC1CN(S(=O)(=O)c2ccc(F)cc2)CN1C(=O)N1CCOCC1 (stereo not drawn) | -2.8 | -2 | 1 | 12 | -5 | -6 | 0 | 0.2 | 11 | 6
O=Cc1ccc(OCc2nnc(-c3ccccc3Br)o2)cc1 | 2.2 | 0 | 7 | -0.8 | -9 | -1 | 3 | i | 27 | 8
COc1cc(NC(=O)c2ccc(Cl)cc2)c2ncccc2c1 | 0.6 | -2 | -4 | -1.3 | -1 | -52 | nt | i | 0 | -28
